Growth percent in the NCI-60 one-dose screen (48 h, 10 µM unless noted): 100 = growth as untreated, 0 = no growth, -100 = all killed.
SK-MEL-5 = SK-MEL-5 melanoma; actives 6.4% (n = 80,000); AID 1794755
SK-MEL-28 = SK-MEL-28 melanoma; actives 4.1% (n = 81,000); AID 1794761
BT-549 = BT-549 breast cancer; actives 4.4% (n = 78,000); AID 1794793
MDA-MB-435 = MDA-MB-435 melanoma; actives 7.8% (n = 82,000); AID 1794794
HS 578T = HS 578T breast cancer | actives 4.1% (n = 78,000)
T-47D = T-47D breast cancer. AID 1794792. actives 5% (n = 79,000)
SK-MEL-2 = SK-MEL-2 melanoma; actives 4.7% (n = 77,000)
LOX IMVI = LOX IMVI melanoma; actives 7.4% (n = 79,000); AID 1794757
* marks the source's active call; other numbers are inactive results; . = no result given; & = joins results of further samples; [ ] = another dose, or the depositor's remark. Rule for the calls: active = growth percent below 10; inactive = the rest.

Under each structure – SK-MEL-5 | SK-MEL-28 | BT-549 | MDA-MB-435 | HS 578T | T-47D | SK-MEL-2 | LOX IMVI
CCOC(=O)c1c(Cl)nc2ccccc2c1Cl
 : 97.0 | 113.5 | 103.1 | 96.2 | 105.7 | 103.6 | 105.5 | 107.7
CC(C)NCC(C)(C)NC(Cc1ccccc1)c1ccccc1 (centres undefined)
 : 99.9 | 102.7 | 91.3 | 105.8 | 99.1 | 87.2 | 99.5 | 90.6
C#Cc1ccccc1N1C(=O)C=CC1=O
 : 97.3 | 108.0 | 105.2 | 105.4 | 98.5 | 87.6 | 107.5 | 101.1
CC(=O)NC1Oc2ccccc2-c2oc(=O)c(-c3ccccc3)cc21 (centres undefined)
 : 95.5 | 105.9 | 96.6 | 97.1 | 98.8 | 94.8 | 107.9 | 101.5
CC1=NCCN1CCN
 : 107.0 | 100.0 | 87.8 | 100.8 | 120.7 | 113.2 | 112.9 | 99.2
CC(C(=O)c1ccccc1)c1ccccc1 (centres undefined)
 : 101.3 | 106.0 | 109.9 | 109.9 | 98.5 | 98.7 | 95.1 | 101.6
Cc1cc(N2CCOCC2)nc(-n2cnc3c(N)nc(N)nc32)n1
 : 100.0 | 100.9 | 91.2 | 95.6 | 85.6 | 73.0 | 104.6 | 88.4
COc1ccc(-c2nn(-c3cccc(NC(=O)c4ccc(Cl)c(Cl)c4)c3)cc2-c2ccncc2)cc1Cl
 : 78.8 | 75.3 | 95.4 | 24.8 | 72.5 | 62.8 | . | 91.2
Brc1ccc(-c2cc(-n3nnnc3-c3ccccc3)no2)cc1
 : 111.0 | 126.3 | 115.5 | 111.4 | . | 105.3 | 117.0 | 101.7
Nc1[nH][nH]c2nc3c(cc12)nc1ccccc13
 : 92.3 | 113.5 | 91.5 | 111.1 | 86.4 | 108.2 | 101.8 | 96.4
N#Cc1cccc(N)c1
 : 88.4&126.1 | 111.5&96.8 | 103.9&119.1 | 105.8&120.4 | 107.2&120.1 | 102.3&102.1 | 109.9&106.8 | 104.0&89.9
O=C1/C(=C/c2ccc3ccccc3n2)SC(=S)N1Cc1ccco1
 : 93.5 | 91.8 | 89.9 | 98.5 | 76.1 | 54.8 | 96.0 | 92.7
CCNC=O
 : 112.5 | 113.6 | 101.9 | 111.8 | 106.7 | 106.0 | . | 101.0
O=[N+]([O-])c1ccc2c(c1)C(=Nc1ccc(N=C3c4cc([N+](=O)[O-])ccc4-c4ccc([N+](=O)[O-])cc43)cc1)c1cc([N+](=O)[O-])ccc1-2
 : 102.5 | 108.6 | . | 102.4 | 108.0 | 85.5 | 102.5 | 94.7
CC(=O)NC(C)Cc1ccc([N+](=O)[O-])cc1 (centres undefined)
 : 97.6 | 100.3 | 102.8 | 104.3 | 113.2 | 100.8 | 101.3 | 99.4
CCCCCCC(C)c1ccccc1O (centres undefined) (tested in a mixture with another compound)
 : 110.7 | 110.7 | 108.4 | 98.7 | 101.1 | 94.8 | 123.3 | 95.8
O=C(N/N=C/c1ccc(-c2cccc([N+](=O)[O-])c2)o1)c1[nH]c2ccc(Br)cc2c1-c1ccccc1
 : -20.7* | 57.7 | 30.5 | 16.6 | -3.0* | 75.9 | 22.8 | 7.2*
CC(C)=CCCC(C)O (centres undefined)
 : 102.9 | 106.0 | 109.5 | 101.1 | 102.2 | 101.1 | 96.4 | 98.7
COc1ccc(OC)c(Nc2nnc(-c3ccc(O)c(OC)c3)o2)c1
 : 71.6 | 108.3 | 79.4 | 85.0 | 39.6 | 43.9 | 96.3 | 43.3
CN(C)c1ccc(/C=C/c2c(F)cccc2F)cc1
 : 94.9 | 108.8 | 94.7 | 100.8 | 89.9 | 58.3 | . | 88.1
O=c1[nH][n+](-c2ccc(Cl)cc2)no1
 : 96.1 | 77.3 | 91.8 | 30.8 | 98.5 | 26.9 | 75.4 | 28.4
CC1=C(C(=O)c2cnccn2)C(c2ccc(F)cc2)NC(=O)N1 (centres undefined)
 : 98.0 | 105.4 | 111.1 | 103.1 | 96.1 | 90.0 | 106.4 | 95.8
Cc1ccc(S(=O)(=O)NCCC2CC2[C@@H](O)[C@H](O)c2ccccc2)cc1 (some centres undefined)
 : 104.4 | 115.5 | 106.0 | 103.9 | . | 97.6 | 130.0 | 93.4
CO/N=C(/C(=O)NC1C(=O)N2C(C(=O)O)=C(C[N+]3(C)CCCC3)CSC12)c1csc(N)n1 (centres undefined)
 : 97.0 | 106.9 | 119.7 | 107.1 | 106.5 | 99.9 | 102.1 | 100.0
O=c1/c(=C/c2ccccc2Cl)sc2nc(-c3ccccc3)nn12
 : 93.5 | 109.0 | 91.8 | 78.1 | 89.5 | 90.4 | 100.1 | 63.3
c1cc2c3c(cccc3c1)-c1nc3nccnc3nc1-2
 : 74.5 | 115.6 | 83.9 | 111.1 | 78.4 | 61.3 | 97.4 | 80.4
COc1cc2oc(-c3cccc(C(=O)Nc4ccc(Cl)cc4)c3)cc(=O)c2c(OCCN)c1OC
 : -94.7* | -88.1* | -88.2* | -76.9* | -68.1* | -73.8* | -94.5* | -84.3*
CCOC(=O)c1ccc2c(c1)NC(=O)[C@@H]1CCCN21
 : 99.9 | 104.7 | 110.6 | 92.7 | 97.2 | 102.0 | 96.7 | 92.1
COc1cc(Cn2ccc3c2-c2oncc2CCC3)cc(OC)c1OC
 : 27.4 | 96.2 | 65.9 | 36.4 | 94.6 | 47.9 | 54.2 | 72.4
O=C(NC1C(O)OC(CO)C(O)C1O)NS(=O)(=O)c1ccc([N+](=O)[O-])cc1 (centres undefined)
 : 105.9 | 110.1 | 106.4 | 106.2 | 103.3 | 103.1 | 104.7 | 103.2
CC(=O)[C@@H]1CC[C@]2(C#N)CC[C@]3(C)[C@H](CC[C@@H]4[C@@](C)(CCC#N)[C@H](C(C)=O)CC[C@]43C)[C@@H]12
 : 41.0[100 µM] | 54.1[100 µM] | 56.4[100 µM] | 72.3[100 µM] | 26.4[100 µM] | 52.4[100 µM] | 52.7[100 µM] | 57.8[100 µM]
O=C(CN1CCCCC1)c1ccc(/C=C/c2ccc(Cl)cc2)cc1
 : 86.1 | 104.3 | 84.9 | 94.8 | 79.0 | 74.2 | 93.0 | 92.5
O=c1[nH]c(-c2ccccc2)nc(CN2CCCCC2)c1O
 : 111.2 | 111.1 | 108.5 | 109.6 | 103.8 | . | 110.7 | 97.4
Cc1ccc(OCCCCCCNCCO)c(C)c1
 : -58.3* | 15.5 | 27.6 | 15.2 | 18.5 | 5.9* | 2.5* | -1.8*
O=C1NC(c2ccccc2)C(c2ccccc2)N1 (centres undefined)
 : 96.7 | 118.8 | 99.8 | 118.8 | 103.5 | 98.6 | 106.6 | 97.2
CCCCCCC(=O)Nc1ncc(Cc2ccc(C)cc2)s1
 : 36.9 | 66.5 | 59.1 | -25.9* | 21.7 | 35.4 | 63.4 | 44.1
COc1ccc(NC(=O)c2ccc(NC3=C(c4ccccc4)C(=O)NC3=O)cc2)cc1
 : 91.2 | 98.0 | 90.1 | 95.2 | 97.2 | 56.4 | 102.3 | 93.1
CCOC(=O)c1sc2ncnc(Nc3ccc(OCc4cccc(F)c4)cc3)c2c1C
 : . | . | 77.4 | 93.7 | 73.0 | 76.7 | 87.1 | 94.7
Clc1ccc(C2=Nn3c(N/N=C/c4c[nH]c5ccccc45)nnc3SC2)cc1
 : 96.9 | . | 66.7 | 89.6 | 76.8 | 86.9 | 102.2 | 92.2
Cn1c(=O)c2c(nc(Sc3nc(N)cc(=O)[nH]3)n2CC(=O)Nc2ccc(S(N)(=O)=O)cc2)n(C)c1=O
 : 98.7 | 103.4 | 95.2 | 100.2 | 94.0 | 109.3 | 106.8 | 97.0
Nc1cccc(OCCOc2ccc([N+](=O)[O-])cc2)c1
 : 99.7 | 109.4 | 91.3 | 96.8 | 111.3 | 93.1 | 87.8 | 78.7
COc1cc(/C=C\C(=O)OC/C=C/c2ccc3c(c2)OCO3)cc(OC)c1OC
 : 103.4 | 113.3 | 120.6 | 101.1 | 121.3 | 96.7 | 120.4 | 101.2
OC/C=C/c1ccccc1
 : 104.0 | 111.2 | . | 111.0 | 133.5 | 99.1 | . | 98.4
Cc1c(C(=O)N[C@@H](Cc2ccccc2)C(=O)C(=O)NCc2ccccc2)[nH]c2ccccc2c1=O
 : 98.8 | 99.1 | . | 98.8 | 103.1 | 101.2 | 111.0 | 97.0
CS(=O)(=O)c1ccc(-n2nc(C(=O)N3CCC(Cc4ccccc4)CC3)cc2-c2ccccc2)cc1
 : 94.1 | 101.6 | 78.7 | 94.7 | 91.1 | 62.3 | 83.8 | 94.4
N=C(N)N1CCc2ccccc2C1
 : 111.0&102.4 | 109.2&109.0 | 103.2&84.4 | 95.6&96.0 | 98.4&85.9 | 101.5&86.2 | 127.7&127.6 | 112.9&84.3
N#Cc1c(-c2ccccc2F)cc(-c2ccccn2)[nH]c1=O
 : 94.7 | 105.0 | 89.6 | 96.2 | 102.4 | 90.6 | 109.9 | 84.1
NS(=O)(=O)c1ccc(Nc2nc(-c3ccncc3)cs2)cc1
 : 115.6 | 101.8 | 141.1 | 98.5 | 107.4 | 96.9 | 111.0 | 112.7
COc1ccc([C@H]2c3cc(OC)c(OC)cc3C=C(C=O)C2CO)cc1OC (some centres undefined)
 : 24.6 | 55.3 | 58.6 | -24.0* | 14.2 | 45.2 | 20.8 | 46.3
O=C1CCCCCC1
 : 104.6 | 92.3 | . | 109.7 | 106.4 | 107.5 | 101.3 | 103.6
CCCCNC(=O)c1ccc(Cn2c(CCCC)nc3c(N)nc4ccccc4c32)cc1
 : 70.5 | 97.3 | 103.1 | 95.0 | 86.1 | 81.0 | 102.8 | 89.5
CC(C)C(C)(C)C(=O)C(C)(C)C(C)(C)C
 : 100.7 | 103.7 | 82.0 | 108.1 | 93.9 | . | 99.9 | 93.3
C=CC[n+]1cccc2c3ccccc3ccc21
 : -39.8* | 69.0 | 9.9* | 61.3 | 43.7 | 27.0 | 63.3 | 61.8
COc1ccc(-c2cc(-c3nc(OC)nc(OC)n3)on2)cc1
 : 95.8 | 115.7 | 99.4 | 108.5 | 103.4 | 94.3 | 108.9 | 108.3
COC(=O)[C@]12C[C@@H]3CCN4C(=O)C(=O)N5[C@@H]([C@H](S1)c1ccccc1[C@@]5(C)O)[C@]342
 : 99.3 | 101.0 | 113.4 | 104.3 | 94.3 | 99.1 | 109.7 | 101.0
CC(=O)Nc1ccc(/C=C(\C#N)c2ccc([N+](=O)[O-])cc2)cc1
 : 103.2 | 117.0 | 95.2 | 104.7 | 109.1 | 82.5 | 124.4 | 93.7
Cc1cc(C)c2[nH]c(O)c(N=NC(=O)c3ccc(S(N)(=O)=O)cc3)c2c1
 : 104.9 | 107.6 | 102.9 | 103.4 | 100.8 | 95.1 | 103.6 | 102.1
CC(C)N=Cc1ccccc1
 : 110.2 | 107.9 | 111.7 | 112.6 | 98.4 | 98.8 | 103.6 | 101.2
NS(=O)(=O)c1ccc(N/N=C(/CS(=O)(=O)c2ccccc2)c2cc3cc(Br)ccc3oc2=O)cc1
 : 94.5 | 95.8 | 94.8 | 97.2 | 94.3 | 87.9 | 106.7 | 93.2
c1ccc(-c2nnc(Cn3cnnc3)o2)cc1
 : 114.3 | 114.0 | 103.1 | 110.0 | 93.4 | 97.9 | . | 95.6

Following part.
Under each structure – SK-MEL-5 | SK-MEL-28 | BT-549 | MDA-MB-435 | HS 578T | T-47D | SK-MEL-2 | LOX IMVI
CCCCC1(c2ccc(O)cc2)NC(=O)NC1=O (centres undefined)
 : 107.5 | 109.6 | 99.9 | 92.8 | 110.3 | 86.3 | 99.5 | 101.1
Cc1[nH]c(C(=O)Nc2cccc(OC3CCNCC3)c2)c(Cl)c1Cl
 : 85.5 | -63.5* | 84.6 | 43.0 | 56.6 | 87.9 | 88.4 | 40.9
Cc1nn(-c2ccccc2)c2nc3nc(-c4ccncc4)nc(N)c3c(-c3ccc(Cl)cc3)c12
 : 90.9 | 88.8 | 94.3 | 89.8 | 72.0 | 99.9 | 76.1 | 84.3
C=CCN(CC=C)S(=O)(=O)c1ccccc1
 : 107.0 | 108.6 | 70.1 | 105.7 | . | 93.1 | 107.3 | 100.1

Exported as a markdown table: 8 of the compounds above.
| SMILES | SK-MEL-5 | SK-MEL-28 | BT-549 | MDA-MB-435 | HS 578T | T-47D | SK-MEL-2 | LOX IMVI |
| --- | --- | --- | --- | --- | --- | --- | --- | --- |
| COc1ccc(-c2cc(-c3nc(OC)nc(OC)n3)on2)cc1 | 95.8 | 115.7 | 99.4 | 108.5 | 103.4 | 94.3 | 108.9 | 108.3 |
| COC(=O)[C@]12C[C@@H]3CCN4C(=O)C(=O)N5[C@@H]([C@H](S1)c1ccccc1[C@@]5(C)O)[C@]342 | 99.3 | 101.0 | 113.4 | 104.3 | 94.3 | 99.1 | 109.7 | 101.0 |
| CC(=O)Nc1ccc(/C=C(\C#N)c2ccc([N+](=O)[O-])cc2)cc1 | 103.2 | 117.0 | 95.2 | 104.7 | 109.1 | 82.5 | 124.4 | 93.7 |
| Cc1cc(C)c2[nH]c(O)c(N=NC(=O)c3ccc(S(N)(=O)=O)cc3)c2c1 | 104.9 | 107.6 | 102.9 | 103.4 | 100.8 | 95.1 | 103.6 | 102.1 |
| CC(C)N=Cc1ccccc1 | 110.2 | 107.9 | 111.7 | 112.6 | 98.4 | 98.8 | 103.6 | 101.2 |
| NS(=O)(=O)c1ccc(N/N=C(/CS(=O)(=O)c2ccccc2)c2cc3cc(Br)ccc3oc2=O)cc1 | 94.5 | 95.8 | 94.8 | 97.2 | 94.3 | 87.9 | 106.7 | 93.2 |
| c1ccc(-c2nnc(Cn3cnnc3)o2)cc1 | 114.3 | 114.0 | 103.1 | 110.0 | 93.4 | 97.9 | . | 95.6 |
| CCCCC1(c2ccc(O)cc2)NC(=O)NC1=O (centres undefined) | 107.5 | 109.6 | 99.9 | 92.8 | 110.3 | 86.3 | 99.5 | 101.1 |

Outcome played no part in choosing rows; overall some 12% were active at least once.
